M5 PAM: positive allosteric modulators of human muscarinic M5 receptor; P08912; CHO-K1 hM5, Fluo-8 calcium, ACh EC20 PAM; 0% = ACh EC20, 100% = ACh EC100; activation, % at 3 µM; 360,000 tested, 0.3% active; AID 624038;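 active = activation above the run cutoff, the mean activation of all test compounds plus 3 SD, cut at about 18% in these data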
Target sequence (P08912 whole entry, looked up): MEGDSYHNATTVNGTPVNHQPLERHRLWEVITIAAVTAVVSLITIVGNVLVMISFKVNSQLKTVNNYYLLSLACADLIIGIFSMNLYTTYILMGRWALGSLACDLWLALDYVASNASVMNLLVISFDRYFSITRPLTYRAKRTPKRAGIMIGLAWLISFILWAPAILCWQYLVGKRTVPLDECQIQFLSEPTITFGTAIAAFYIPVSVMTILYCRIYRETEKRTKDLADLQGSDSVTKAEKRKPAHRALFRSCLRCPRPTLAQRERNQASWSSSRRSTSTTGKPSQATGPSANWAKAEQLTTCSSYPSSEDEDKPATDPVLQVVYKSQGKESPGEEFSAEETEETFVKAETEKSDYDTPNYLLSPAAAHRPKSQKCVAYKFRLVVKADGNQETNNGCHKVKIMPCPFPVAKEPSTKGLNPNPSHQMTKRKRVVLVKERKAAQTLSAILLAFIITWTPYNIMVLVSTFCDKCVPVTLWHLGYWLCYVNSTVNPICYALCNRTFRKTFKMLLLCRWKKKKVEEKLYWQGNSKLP
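Assay system: CHO-K1 hM5 cells / Incubation: Fluo-8 loading 80 min at 37 °C plus 30 min room temperature / Technique: Fluo-8 calcium dye fluorescence, kinetic read / Repeats: single replicate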
CHRM5 agonist: agonists of human muscarinic M5 receptor (CHRM5); CHO-K1 hM5 cells, Fluo-8 calcium fluorescence; 0% DMSO wells, 100% maximal acetylcholine response; AID 624037; activation, % at 3 µM; 360,000 tested, 0.19% active;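 active = activation above the run's mean over test compounds plus 3 SD, cut at about 23% in these data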;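 note: signal is peak over basal fluorescence ratio across the kinetic read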
CHRM5 antagonist: antagonists of human muscarinic M5 receptor (CHRM5); P08912; CHO-hM5 cells, Fluo-8 calcium fluorescence, ACh EC80; inhibition, % at 3 µM; 360,000 tested, 0.59% active; AID 624040;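 active = inhibition above a per-plate cutoff, the mean of that plate's test compounds plus 3 SD, cut at about 27% in these data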;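 note: 0% = acetylcholine EC80 with DMSO and 100% = DMSO without agonist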
M1 antag: antagonists of human M1 muscarinic receptor | P11229 | CHO-K1 hM1, Fluo-8 calcium fluorescence, ACh EC80 antagonist | inhibition, % at 3 µM | 360,000 tested, 1.3% active | AID 588852;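 active = percent inhibition above its own plate's cutoff, namely the mean of that plate's compound wells plus 3 SD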;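 note: peak over basal fluorescence ratio during 140 s after agonist addition; 0% = ACh EC80 plus DMSO and 100% = DMSO alone without agonist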
Target sequence (P11229 whole entry, looked up): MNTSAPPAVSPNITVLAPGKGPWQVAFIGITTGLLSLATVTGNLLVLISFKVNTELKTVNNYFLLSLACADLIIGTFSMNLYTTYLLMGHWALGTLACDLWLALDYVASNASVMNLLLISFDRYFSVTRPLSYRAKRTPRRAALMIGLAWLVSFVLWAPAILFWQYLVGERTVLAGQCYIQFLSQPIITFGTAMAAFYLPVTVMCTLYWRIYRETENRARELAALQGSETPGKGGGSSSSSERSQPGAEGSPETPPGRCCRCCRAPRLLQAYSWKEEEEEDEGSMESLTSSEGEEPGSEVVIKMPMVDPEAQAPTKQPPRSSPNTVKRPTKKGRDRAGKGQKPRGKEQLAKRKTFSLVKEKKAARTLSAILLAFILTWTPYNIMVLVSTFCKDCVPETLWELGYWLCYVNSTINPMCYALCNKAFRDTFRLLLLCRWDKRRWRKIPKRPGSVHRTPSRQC
M4 ag: CHRM4 agonism in calcium assay | CHO-K1 hM4/Gqi5, Fluo-8 calcium fluorescence; vehicle 0%, full acetylcholine response 100% | activation, % at 3 µM | 360,000 tested, 0.14% active | AID 624127;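 active = activation above the run mean over all test wells plus 3 SD, cut at about 32% in these data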;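 note: peak over basal fluorescence ratio per well then scaled between controls; 0% = DMSO wells and 100% = acetylcholine at EC100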
M1 PAM: potentiates human M1 receptor response to acetylcholine; P11229; 360,000 tested, 0.088% active; CHO-K1 hM1, Fluo-8 calcium fluorescence, ACh EC20; 0% = ACh EC20, 100% = maximal ACh; activation, % at 3 µM; in the data active = activation above about 19%, passing the limit was not always enough
TAAR1 agonist: human TAAR1 agonism. CHO RD-HGA16 TAAR1, Fluo-8 calcium fluorescence; vehicle wells 0%, saturating PEA agonist 100%. activation, % at 3 µM. 360,000 tested, 0.99% active;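 active = activation above the mean activation of all test compounds in the run plus 3 SD, cut at about 38% in these data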
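Test system: RD-HGA16 (CHO) cells co-expressing Gα16 and hTAAR1; dosing: one-point dosing at 3 µM (nominal); timing: 17-24 h seeding, 75 min 37 °C dye, 30 min RT; signal: kinetic Fluo-8 calcium fluorescence; read-out basis: % activation relative to PEA EC100 response; controls: DMSO and PEA EC100; replicates: n 1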
CHRM1 agonist: activates human CHRM1 receptor. P11229. CHO-K1 hM1, Fluo-8 calcium fluorescence, agonist mode; 0% DMSO, 100% acetylcholine EC100. activation, % at 3 µM. 360,000 tested, 0.33% active. AID 588814;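 active = activation above the run's mean compound activation plus 3 SD, cut at about 16% in these data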;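 note: peak over basal fluorescence ratio within a 140 s kinetic read after compound addition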
M4 antag: blocks acetylcholine activation of human M4 receptor; P08173; CHO-hM4 cells, ACh EC80, Fluo-8 calcium fluorescence; inhibition, % at 3 µM; 360,000 tested, 0.73% active; AID 624125;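 active = inhibition above its plate's cutoff, the mean inhibition of sample wells plus 3 SD, cut at about 27% in these data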;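 note: 0% = acetylcholine EC80 with DMSO and 100% = DMSO without agonist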
* = called active by the depositor; x = not tested or not shown. A portion of the library. The share of hits here may be higher or lower than overall.

Compound,CHRM1 agonist,M5 PAM,TAAR1 agonist,CHRM5 antagonist,CHRM5 agonist,M1 PAM,M4 antag,M1 antag,M4 ag
CCCCn1c(N)c(N(CC(C)C)C(=O)c2ccc3c(c2)NC(=O)C(C)S3)c(=O)[nH]c1=O (stereo unspecified),-2.0,3.4,1.5,0.1,1.1,6.4,5.4,-3.6,-0.2
O=c1oc(-c2ccccc2NS(=O)(=O)c2ccc(F)cc2)nc2ccccc12,-2.4,7.5,-0.1,0.7,1.6,2.3,3.3,-1.0,0.9
CN1C(=O)/C(=C/c2ccco2)SC1=Nc1ccc(N2CCOCC2)cc1,-8.1,0.2,1.6,-1.5,0.8,4.6,0.1,-0.3,0.2
COc1ccc(-c2nc(C#N)c(NCc3ccc(F)cc3)o2)cc1OC,-4.5,-9.7,5.0,4.6,-3.9,3.4,2.7,-5.4,2.9
COc1cc(OC)cc(C(=O)NNC(=O)Cc2cccs2)c1,-0.9,-3.8,-0.3,5.3,4.5,6.5,-9.5,-0.2,2.3
O=C(c1ccccc1)N(CCCl)C(=O)N(CCCl)C(=O)c1ccccc1,-2.2,-2.6,11.4,8.3,0.6,4.9,-4.2,-11.1,0.1
CN1CCN(c2ccc(CNC[C@H]3O[C@@H](n4cnc5c(=O)[nH]c(N)nc54)[C@H](O)[C@@H]3O)c(S(C)(=O)=O)c2)CC1,-6.4,0.3,0.1,10.5,-0.7,-6.9,3.4,-5.3,0.9
Cn1c(=O)[nH]c(=O)c2c1nc(NCCCn1ccnc1)n2Cc1ccc(F)cc1,-5.8,1.0,0.9,-6.1,-5.1,4.7,7.3,1.1,0.5
Cc1ccc(C(=O)Nc2cc3c(oc2=O)CCCC3=O)cc1,-0.7,0.6,-0.1,0.8,2.5,9.1,-4.7,-10.2,1.9
CCc1cc(C(=O)Nc2ccc(C)cc2Br)cs1,-3.3,-2.8,7.3,-3.5,0.0,7.7,-15.0,-13.0,-2.2
COc1ccc(NS(=O)(=O)c2ccc(C)c(C(=O)NCC(c3ccco3)N(C)C)c2)cc1 (stereo unspecified),-1.4,0.1,5.1,-3.2,5.8,-0.1,-11.5,-11.3,2.6
Cc1cc(C)cc(NC(=O)C2CCCN2C(=O)Oc2ccccc2)c1 (stereo unspecified),-5.3,0.8,-0.1,-6.5,-1.5,1.8,13.0,-1.7,-0.5
CCOC(=O)C1=C(C)NC(C)=C(C(=O)OCC)C1C(=O)OCC(=O)NC,-3.9,1.6,0.1,7.5,-0.9,4.6,8.2,-5.7,2.0
CCNC(=S)N1CCc2cc(OC)c(OC)cc2C1COc1ccccc1OC (stereo unspecified),-7.7,0.8,1.1,4.9,-3.1,1.3,1.3,-5.2,6.5
Cc1cc(C)c2c(c1)OC(O)(C(F)F)CC2=O (stereo unspecified),-11.8,-3.4,10.2,2.7,-3.2,2.2,-0.7,-0.7,0.2
CCC(=O)N1N=C(c2ccc(NS(=O)(=O)CC)cc2)CC1c1ccc(C)cc1 (stereo unspecified),-11.2,-1.7,4.2,5.2,-3.8,11.0,-1.3,-7.2,-0.6
Cc1cnc(NC(=O)CCCSc2nc3ccccc3s2)s1,-6.3,4.3,53.1*,-2.5,-2.4,4.9,3.3,-0.9,0.2
COc1ccc(CNc2nc(NCc3ccc(OC)cc3)n(S(C)(=O)=O)n2)cc1,-2.2,4.8,9.3,-4.7,-1.4,8.5,-7.7,-31.5,2.0
N#Cc1nc(-c2ccccc2)oc1NCc1ccco1,-5.4,-3.5,-1.4,1.5,-2.1,7.6,-6.8,-12.9,0.3
Cc1ccc(CN2CCN(C(=O)CCc3ccccc3)CC2)cc1,-6.4,0.0,5.9,9.8,0.2,6.2,-1.9,-11.0,0.1
CCOC(=O)CSc1nc2ccccc2c(=O)n1CC1COc2ccccc2O1 (stereo unspecified),-4.1,-0.1,0.8,-0.2,-0.5,6.0,-3.5,-6.4,-0.6
CC(=O)Nc1cccc(NC(=O)Nc2cccc(F)c2)c1,-4.7,-4.9,13.2,10.4,-1.6,3.1,6.0,-4.8,1.6
COc1cc(C(=O)OCCN2CCOCC2)ccc1O,-2.5,-2.2,5.2,-4.7,-1.5,0.0,8.9,1.7,-0.3
O=C(CN1CCCN(Cc2ccc(F)cc2Cl)C1=O)NC1CCCCCC1,-5.5,-3.4,4.4,5.8,2.1,6.3,-0.3,-9.7,3.2

An excerpt from above in order of their number in M1 PAM, descending:
| smiles | CHRM1 agonist | M5 PAM | CHRM5 antagonist | CHRM5 agonist | M1 PAM | M4 antag | M1 antag | M4 ag |
| --- | --- | --- | --- | --- | --- | --- | --- | --- |
| COc1ccc(CNc2nc(NCc3ccc(OC)cc3)n(S(C)(=O)=O)n2)cc1 | -2.2 | 4.8 | -4.7 | -1.4 | 8.5 | -7.7 | -31.5 | 2.0 |
| CCCCn1c(N)c(N(CC(C)C)C(=O)c2ccc3c(c2)NC(=O)C(C)S3)c(=O)[nH]c1=O (stereo unspecified) | -2.0 | 3.4 | 0.1 | 1.1 | 6.4 | 5.4 | -3.6 | -0.2 |
| CN1C(=O)/C(=C/c2ccco2)SC1=Nc1ccc(N2CCOCC2)cc1 | -8.1 | 0.2 | -1.5 | 0.8 | 4.6 | 0.1 | -0.3 | 0.2 |

(further entries)
Compound,CHRM1 agonist,M5 PAM,TAAR1 agonist,CHRM5 antagonist,CHRM5 agonist,M1 PAM,M4 antag,M1 antag,M4 ag
COc1ccc(C2N=C(c3ccccc3)NO2)cc1OC (stereo unspecified),5.0,2.7,3.5,3.1,-1.1,10.7,-10.2,-7.2,1.4
COc1nc(OC)nc(N(C)CCO)n1,0.2,0.3,16.8,-4.8,5.1,4.1,-5.9,-34.8,0.6
Cc1noc(C)c1COC(=O)c1cc2c3ccccc3n(C)c2s1,-4.5,0.8,0.9,1.4,-8.2,-3.7,12.5,-11.5,0.0
COc1cc(C(=O)N2CC(C)OC(C)C2)c([N+](=O)[O-])cc1OC (stereo unspecified),-0.3,4.3,8.7,-2.9,1.5,1.6,-4.2,-11.1,0.5
O=C(NCCS(=O)(=O)N1CCN(c2ccccc2F)CC1)c1cccs1,0.6,-3.8,0.6,3.2,5.6,6.3,-9.1,-7.3,6.2
CCCCn1c(CN2CCN(c3cccc(Cl)c3)CC2)nc2c1c(=O)n(C)c(=O)n2C,-4.2,3.2,7.8,-1.9,-2.9,0.5,-10.3,-0.8,-1.0
C#CCO[C@@H]1C[C@H](n2cnc3c(NC(=O)c4ccccc4)ncnc32)O[C@@H]1CO,-4.3,-4.8,4.6,16.2,0.6,-9.7,1.6,17.5,-0.3
COc1ccc(S(=O)(=O)Nc2ccc3cn[nH]c3c2)cc1[N+](=O)[O-],-0.6,0.8,12.6,11.3,3.0,9.8,-11.9,4.6,2.1
CN(CC(=O)NCc1ccccc1)Cc1cccc(F)c1,-2.4,-3.7,0.0,3.8,-3.2,14.4,-3.6,-14.2,1.2
COc1ccc2[nH]c(C)c(C(=O)CN3CCN(C/C=C/c4ccccc4)CC3)c2c1,-4.7,-4.1,13.3,-0.4,-2.3,3.0,-0.5,-9.0,3.4
Cc1ccc2c(c1)C(=O)C(=O)N2CCCOc1ccccc1C,0.2,3.1,4.5,11.1,-2.5,10.1,3.0,-7.6,3.3
C/C(=N\NC(=O)c1ccc(-n2cnnn2)cc1)c1ccc(Cl)cc1,-2.0,11.5,0.2,-9.6,4.6,14.3,-1.8,-11.2,0.5
O=C(COC(=O)c1cccnc1Nc1ccccc1F)NCCN1C(=O)CSC1=O,-1.2,3.8,3.5,-4.8,1.8,15.9,-10.8,-12.7,3.6
CC(C)CN(C1CCS(=O)(=O)C1)S(=O)(=O)c1ccc2ccccc2c1 (stereo unspecified),-5.0,2.6,-0.9,3.6,-4.2,-1.5,-1.4,12.6,0.0
Cc1cccc(NC(=O)Cc2ccc(Br)cc2)n1,-6.6,1.4,-2.3,7.1,-1.6,6.3,-7.7,-18.4,-1.3
O=C1c2ccccc2NC(c2cccc([N+](=O)[O-])c2)N1CCc1ccccc1 (stereo unspecified),-9.3,-1.5,0.4,4.6,-3.6,-15.1,7.1,13.6,11.3
COc1ccccc1CNC(=O)C1CCN(S(C)(=O)=O)CC1,-2.7,-8.3,-1.8,15.3,-1.7,11.0,-1.8,-14.5,1.0
O=C(C1CCCN(S(=O)(=O)Cc2ccccc2)C1)N1CCC(Cc2ccccc2)CC1 (stereo unspecified),-6.9,-9.9,6.7,8.8,0.6,-2.6,13.6,1.4,13.8
C=CCn1c(SCC(=O)NC(=O)NCC(C)C)nnc1C1CCCCC1,-3.1,-3.1,16.0,-9.4,-4.5,1.7,-1.4,-1.8,0.5
O=c1[nH]c2ccc(S(=O)(=O)N3CCCCC3)cc2s1,-3.0,-4.1,-0.2,-1.7,0.1,3.3,2.4,-9.3,0.7
CCc1c(N)nc(N)nc1Nc1ccccc1C,-3.1,-0.9,1.1,5.9,1.1,5.3,-11.4,-17.3,5.2
Clc1cccc(Cc2c(-c3cccc(Cl)c3)nc3c4ccccc4ccn23)c1,x,-7.0,0.1,3.9,-1.7,x,6.6,x,0.7
CN(C(=O)COC(=O)CNC(=O)c1ccc(C(C)(C)C)cc1)c1c(N)n(Cc2ccccc2)c(=O)[nH]c1=O,-3.3,7.0,-0.5,0.8,3.4,7.6,-10.4,-12.7,0.9
COc1ccc(NC(=O)NC2(C(=O)N3CCN4CCCC4C3)CCCCC2)cc1 (stereo unspecified),-3.8,-1.5,-2.8,6.5,-0.4,1.5,2.9,-3.0,0.2
CC(C)(C)C(=O)c1c(N)[nH]c(C(=O)c2ccccc2)c1-c1ccccc1Br,x,-5.8,3.2,-1.1,-0.5,x,1.7,x,-1.0
CCN(CC)c1nc(Nc2ccccc2)nc(Oc2ccc(=O)n(C)n2)n1,-3.3,2.6,13.6,-0.6,-3.1,1.3,-3.9,2.3,0.8
OCC1CCCN(c2nc(CN3CCCCC3)nc3scc(-c4ccccc4)c23)C1 (stereo unspecified),-9.6,-8.3,3.4,-0.6,-9.8,-4.4,9.1,2.1,1.9
Cc1cccc(-c2noc(CCC(=O)NCC3CCCO3)n2)c1 (stereo unspecified),-3.3,-3.6,7.0,3.3,-0.9,-5.3,-1.5,12.1,0.6
CCCCOc1ccc(C(=O)NCCCC(=O)N2CCCCC2)cc1,-6.2,-6.2,1.5,-2.5,-2.3,2.4,-18.1,8.3,1.1
S=c1nc(C23CC4CC(CC(C4)C2)C3)[nH][nH]1,-3.1,-3.0,0.8,8.3,-2.1,1.9,-1.9,-3.0,0.1
CCOc1ccc(-c2ccc(SC)nn2)cc1,-2.7,1.4,-0.5,2.3,0.8,-0.6,-1.2,5.5,0.2
CSc1nc2nc(C(F)(F)F)cc(-c3ccccc3)n2n1,-6.5,-2.7,15.3,7.4,-2.9,-1.6,11.5,-21.0,0.7
Cc1ccc(-n2c(SCC(=O)N(C)C3CCS(=O)(=O)C3)nc3ccccc3c2=O)cc1 (stereo unspecified),-11.4,-3.9,2.1,6.7,1.5,4.1,-1.9,-1.6,0.8
COc1cccc(C(=O)Nc2cccc3cccnc23)c1OC,-0.8,-4.7,x,2.8,0.2,-2.5,-7.7,-1.4,0.8
Cc1ccc(NC(=O)Nc2ccc(Cl)c(Cl)c2)nc1,-3.6,1.6,0.2,1.3,-0.9,14.2,-5.3,-12.8,3.9

Screening results as filed in PubChem.
